# HIV peptide binding – inhibitors of HIV fusion peptide binding, primary screen, biochemical, uHTS, fluorescence dequenching (AID 1986). cell-free peptide binding, fluorescence dequenching, 30 min; higher % means a stronger effect. inhibition, % at 20 µM, or IC50 in µM where a hit was titrated. 290,000 compounds, 0.3% hits; in the data active = inhibition mostly above about 52%, no sharp cut-off; inactive = mostly below about 76%; also: some results filed as inactive read as strong as hits
# Rac1 GTP hydrolysis – MgcRacGAP GTPase-activating activity inhibitors, confirmation, biochemical, ADP Hunter fluorescence | Rac GTPase-activating protein 1 (Homo sapiens) | MgcRacGAP-stimulated Rac1 GTP hydrolysis, ADP Hunter fluorescence; higher % means a stronger effect; GST-tagged Rac1 F28L mutant substrate | inhibition, % at 30 µM; hits with a dose series show IC50 in µM | 340,000 compounds, 0.6% hits;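 active = first-screen hits whose inhibition reached a set limit at any dose in the follow-up dose series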;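 also: fluorescence reports GDP produced by GAP-driven GTP hydrolysis; strong numbers were not always called active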
# LYP inhibition – inhibitors of LYP phosphatase, biochemical, fluorescence intensity, uHTS (AID 1779). Tyrosine-protein phosphatase non-receptor type 22 (Homo sapiens). recombinant LYP phosphatase, fluorescence intensity; higher % means a stronger effect. one-dose inhibition, % at 11.5 µM; IC50 in µM for titrated hits. 290,000 compounds, 0.054% hits; in the data active = inhibition above about 50%;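 also: plate controls were vehicle with enzyme for no effect and no enzyme for full effect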
# GPR55 antagonists – GPR55 antagonists blocking LPI-driven arrestin recruitment, primary screen, imaging, U2OS, beta-arrestin-GFP, LPI agonist (AID 2013); G-protein coupled receptor 55 (Homo sapiens); U2OS GPR55 beta-arrestin-GFP translocation imaging, LPI antagonism; higher % means a stronger effect; inhibition, % at 10 µM, or IC50 in µM where a hit was titrated; 290,000 compounds, 0.13% hits;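 active = spots per cell inhibited over 60%, with over 100 cells counted and total cytoplasm intensity under 500,000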;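 also: U2OS cells stably carrying GPR55 and arrestin-GFP stimulated by 5 µM LPI near EC80; imaged beta-arrestin-GFP aggregate spots per cell after agonist stimulation; plate controls were LPI-stimulated DMSO wells for no effect and DMSO wells without LPI for full effect; some results filed as inactive read as strong as hits; confirmed hits need IC50 under 10 µM and bright autofluorescent wells are also inconclusive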
# GPR35 arrestin U2OS – GPR35 antagonists blocking zaprinast-driven arrestin recruitment, primary screen, imaging, U2OS, beta-arrestin-GFP, zaprinast agonist (AID 2058); one-dose inhibition, % at 10 µM; IC50 in µM for titrated hits; 290,000 compounds, 0.052% hits; U2OS GPR35 beta-arrestin-GFP translocation imaging, zaprinast antagonism; higher % means a stronger effect; G-protein coupled receptor 35 (Homo sapiens);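 active = inhibition of at least 50% with at least 30 cells and total cytoplasm GFP at most 10,000,000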
# SIAH1 antagonists – Siah-1 peptide-binding antagonists, primary screen, biochemical, fluorescence polarization, rhodamine-plectin, uHTS (AID 1817); E3 ubiquitin-protein ligase SIAH1 (Homo sapiens); Siah-1 / rhodamine-plectin peptide fluorescence polarization; higher % means a stronger effect; displacement, % at 20 µM; hits with a dose series show IC50 in µM; 290,000 compounds, 0.02% hits;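 active = displacement of at least 50% at 20 µM, with a fluorescence ratio check between 0.3 and a set limit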;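 also: plate controls were Siah plus tracer with DMSO for no effect and tracer alone without Siah for full effect; strong numbers were not always called active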
# Myeloid diff MLP – induction of myeloid progenitor differentiation, primary screen, cell-based, flow cytometry, MLPCN library; ER-HoxA9 myeloid progenitors, lysozyme-GFP differentiation; calls only at 10 µM; 360,000 compounds, 1% hits;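 active = normalized GFP-positive differentiation at or above the plate's own cutoff, the solvent-only control mean plus 3 SD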;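 also: cells exposed to compound for four days before flow analysis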
# Salmonella PhoP GFP – inhibitors of PhoP regulon expression, primary screen, Salmonella Typhimurium, GFP reporter (AID 1863). inhibition, % at 50 µM, or IC50 in µM where a hit was titrated. S. Typhimurium PhoP-regulated promoter GFP reporter, 4 h; higher % means a stronger effect. 300,000 compounds, 0.16% hits;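 active = inhibition over 29.93%, a cutoff 3 SD above the screen mean, later confirmed by dose response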;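 also: 0% = low Mg2+ inducing control and 100% = high Mg2+ repressing control; strong numbers were not always called active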
# NTR1 agonist – agonists of NTR1, primary screen, imaging, U2OS cells, beta-arrestin-GFP, high content (AID 493036). Neurotensin receptor type 1 (Homo sapiens), P30989. NTR1-U2OS beta-arrestin-GFP spot imaging, agonist mode. activation, % at 20 µM. 330,000 compounds, 0.17% hits;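 active = activation at or above 40% of the spot to cytoplasm intensity ratio, with at least 20 cells analyzed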;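 also: 0% = DMSO without peptide and 100% = 100 nM NTR1 peptide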
# Target sequence (P30989 whole entry, looked up): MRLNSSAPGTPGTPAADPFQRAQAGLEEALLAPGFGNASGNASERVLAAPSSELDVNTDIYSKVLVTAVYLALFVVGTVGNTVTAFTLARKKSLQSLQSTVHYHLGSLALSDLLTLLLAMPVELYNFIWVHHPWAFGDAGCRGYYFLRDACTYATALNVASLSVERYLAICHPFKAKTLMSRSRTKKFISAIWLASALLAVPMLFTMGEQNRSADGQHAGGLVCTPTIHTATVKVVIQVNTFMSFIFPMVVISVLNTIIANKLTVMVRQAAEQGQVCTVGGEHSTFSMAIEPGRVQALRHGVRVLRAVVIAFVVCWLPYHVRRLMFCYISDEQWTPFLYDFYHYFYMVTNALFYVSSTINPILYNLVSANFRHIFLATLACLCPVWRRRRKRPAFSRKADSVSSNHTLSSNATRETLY
# NTR1 agonist cell count 20 µM – also measured in NTR1 agonist; calls as there; cell count; measured here: cell count, cytotoxicity flag
# Myeloid diff MLP GFP+ MAC1+ % – recorded beside Myeloid diff MLP, whose call it bears; GFP+ MAC1+ double positive, %; measured here: differentiation confirmed by MAC1 staining
# * = called active by the depositor; i = inactive; . = no result given; + = active, no number.
# Below each compound: HIV peptide binding	Rac1 GTP hydrolysis	LYP inhibition	GPR55 antagonists	GPR35 arrestin U2OS	SIAH1 antagonists	Myeloid diff MLP	Myeloid diff MLP GFP+ MAC1+ %	Salmonella PhoP GFP	NTR1 agonist	NTR1 agonist cell count 20 µM
O=C(CCCC(=O)NCc1ccccc1)NCc1ccccc1
    -1.4%	5.3%	-4.0%	1.2%	4.5%	11.6%	i	0.3	-11.7%	-2.5	53
CC1(C)N=c2ccc([N+](=O)[O-])c(N)c2=[N+]1[O-]
    0.9%	12.8%	-9.5%	-16.4%	5.9%	-3.2%	i	0.7	1.4%	0.1	53
C#Cc1ccc([C@H]2C=C(C(=O)NC3CC3)O[C@@H](OCC)[C@@H]2CCCO)cc1
    -1.6%	11.8%	-11.6%	6.2%	-5.5%	0.3%	i	0.6	-12.0%	-1.3	100
COc1cc2c(cc1OC)/C(=C/C(=O)c1cccc([N+](=O)[O-])c1)NCC2
    -2.6%	-2.5%	-4.1%	-7.8%	11.3%	-0.3%	i	0.6	6.7%	8.1	93
CCn1c(CC(=O)Nc2ccccc2F)nnc1SCC(=O)Nc1nnc(C)s1
    1.2%	7.4%	-14.0%	1.0%	6.2%	2.4%	i	0.3	-3.5%	-1.5	51
N#Cc1ccc(/C=C/C(=O)c2ccc3c(c2)OCO3)cc1
    1.8%	-5.7%	-1.3%	5.7%	3.9%	14.8%	i	0.1	-10.0%	7.9	45
O=C(c1cc(-c2ccc(O)cc2)on1)N1CCc2ccccc2C1
    -0.3%	7.8%	-4.1%	-11.9%	16.1%	-1.2%	i	1.7	-4.4%	1.5	46
Cc1c(Cl)cccc1NC(=O)CCCN1C(=O)c2cccnc2C1=O
    -1.1%	4.9%	-1.4%	11.1%	-20.7%	1.2%	i	0.4	1.4%	0.8	55
Cc1cc(N)n(-c2ccc(S(=O)(=O)c3ccc(C(C)C)cc3)cc2)n1
    -1.7%	10.2%	-5.5%	3.9%	-2.4%	-3.7%	i	0.1	-8.4%	1.2	59
O=C(CSc1ccc(Cl)cc1)Nc1ccc(N2CCN(C(=O)c3ccco3)CC2)cc1
    -6.4%	6.8%	1.8%	1.7%	6.8%	3.1%	i	0.5	0.5%	-0.2	30
O=C(c1nc2ccc(Cl)cn2c1CN1CCC(O)CC1)N1CCc2ccccc2C1
    0.3%	4.3%	-4.3%	15.6%	4.0%	1.2%	i	0.6	4.2%	-0.2	76
Cc1ccc2c(c1)c1c(n2CC(O)CNC(C)(C)C)CCCC1 (centres undefined)
    1.3%	2.8%	-3.9%	31.9%	2.8%	0.9%	i	5.3	-0.3%	.	.
NS(=O)(=O)c1ccc(CCNC(=O)C2Cc3ccccc3CN2C(=O)c2ccco2)cc1 (centres undefined)
    -4.1%	3.8%	-4.5%	-6.3%	20.0%	4.9%	i	2.4	-4.2%	0.2	79
COCCNC(=O)c1cccc(OC2CCN(Cc3ccc(F)c(OC)c3)CC2)c1
    0.1%	6.0%	-8.7%	-5.6%	-20.1%	2.2%	i	1.0	5.1%	1.0	38
Cc1ccc(C(=O)Nc2ccc(C(=O)N/N=C/c3c[nH]c4ccccc34)cc2)cc1
    2.1%	7.9%	0.0%	9.3%	-1.1%	6.7%	i	0.7	14.7%	4.1	86
Cc1ccc2nc(SCC(=O)Nc3ccccc3F)nc(=O)n2c1
    .	3.4%	.	.	.	.	i	0.6	-6.5%	-0.2	87
COc1ccc(C(=O)N2CC=C(c3ccccc3)CC2)cc1S(=O)(=O)N1CCOCC1
    -3.2%	5.9%	-6.0%	3.2%	-0.2%	-1.5%	i	1.4	-8.2%	-3.3	67
COc1ccc(CN2CCN(Cc3ccc(C)cc3)C(CCO)C2)cc1OC (centres undefined)
    -0.6%	14.1%	-5.4%	10.2%	-2.3%	-2.8%	i	1.1	7.2%	2.1	51
CCOC(=O)c1c(C)[nH]c(C)c1C(=O)CSc1nnnn1-c1ccccc1
    0.1%	-5.8%	-11.1%	-14.7%	-6.9%	3.2%	i	1.7	-5.8%	4.8	63
Cc1cnc(CNC(=O)c2ccc(OC3CCN(C(=O)C4CC4)CC3)cc2)cn1
    -1.6%	2.1%	-6.5%	-16.1%	16.9%	2.9%	i	0.4	1.7%	0.5	23
CN(CCC#N)C(=O)COC(=O)c1ccc2c(=O)n3c(nc2c1)CCC3
    -1.4%	3.6%	-6.5%	12.7%	11.2%	-2.6%	i	0.7	-0.5%	-1.1	46
CCOC(=O)CNC(=O)Cn1cnc2c(nnn2-c2cccc(OC)c2)c1=O
    1.1%	8.6%	-5.8%	2.7%	-4.1%	0.1%	i	0.6	-8.9%	-0.7	88
Cc1ccc(NC(=O)c2cc(S(=O)(=O)N3CCCCC3)ccc2N2CCOCC2)cc1F
    -1.8%	8.3%	1.9%	7.3%	0.8%	-4.1%	i	0.5	-8.5%	-0.4	88
O=[N+]([O-])c1ccc(C[n+]2cccc3ccc4cccnc4c32)cc1
    3.5%	7.1%	-4.5%	11.4%	-3.1%	-8.0%	i	0.4	25.8%	0.2	24
COc1cc(OC)c(S(=O)(=O)Nc2ccccc2N2CCCCC2)cc1NC(C)=O
    2.9%	6.9%	-5.2%	10.0%	7.0%	8.0%	i	0.5	-4.1%	2.4	47
CCCNCc1cc(OC)c(OCCC)cc1Cl
    1.0%	5.2%	-8.7%	-2.8%	-12.6%	-10.1%	+	8.6*	2.0%	2.2	60
COc1ccc(CCNC(=O)COc2ccc([N+](=O)[O-])cc2)cc1
    -0.7%	6.0%	-1.1%	-1.2%	-3.8%	-0.1%	i	0.1	-13.9%	0.8	55
COC(C[C@@H](O)CC(=O)[C@H](C)OCc1ccccc1)OC
    -0.4%	-0.9%	-10.8%	-0.2%	24.1%	-3.9%	i	0.9	-1.8%	0.0	74
CCc1cc(OCCCCNCc2ccccc2)ccc1Cl
    -1.3%	28.9%	-8.5%	29.2%	-13.2%	1.9%	i	0.3	-6.3%	26.6	47
CCCCCn1c(S(=O)(=O)O)nc2ccccc21
    -0.9%	6.4%	-6.0%	17.6%	18.0%	-1.7%	i	0.5	-1.6%	1.0	91
O=c1/c(=C\c2cc([N+](=O)[O-])cc([N+](=O)[O-])c2O)sc2nc3ccccc3n12
    6.01µM*	31.9%	-0.5%	1.4%	-1.4%	29.4%	i	0.1	-0.5%	-0.4	44
CCOC(=O)C1(Cc2cccc(OC)c2)CCN(Cc2cccc(O)c2)CC1
    1.9%	3.4%	-1.5%	9.8%	-6.8%	1.2%	i	0.4	11.4%	0.2	46
Cc1ccc2c(c1)NC(=O)C(CC(=O)NCCCN1CCN(c3cc(Cl)ccc3C)CC1)O2 (centres undefined)
    0.2%	-4.0%	-5.9%	10.9%	7.3%	-3.4%	+	24.1*	-6.9%	18.2	54
COC(C(=O)Nc1ccnn1C1CCN(Cc2ccc(C)o2)CC1)c1ccccc1 (centres undefined)
    -0.6%	-0.2%	-6.9%	-11.6%	4.5%	-3.0%	i	1.3	-3.2%	0.3	70
CCOc1c(/C=C(\C#N)C(N)=O)c2ccccc2n1CC
    1.2%	10.2%	-3.3%	-4.7%	-17.8%	-2.6%	i	0.2	-4.2%	1.2	52
O=C(NCc1ccccc1)c1ccc(Cn2cc(C(F)(F)F)ccc2=O)cc1
    1.2%	8.7%	-5.2%	14.5%	-9.5%	3.1%	i	1.7	-1.3%	-0.6	70
Cc1ccccc1N1CC(C(=O)N2CC(C)CC(C)C2)CC1=O (centres undefined)
    .	-0.8%	.	.	.	.	i	1.2	14.2%	-0.9	58
O=C(O)C(c1ccccc1)C1(O)CCCCC1 (centres undefined)
    0.9%	-1.5%	-6.4%	-7.0%	-1.7%	3.0%	i	0.7	6.6%	-0.4	95
CCc1ccc(NC(=O)NCCCN2CCCC2=O)cc1
    1.9%	4.5%	-5.5%	13.1%	2.0%	5.4%	i	1.0	-6.7%	-0.3	71
O=C(CN1CCCCC1)NC(=O)NC1CCCC1
    -0.7%	1.9%	-6.6%	5.3%	-2.7%	-3.4%	i	0.0	1.3%	-0.3	42

# Just HIV peptide binding (2 entries from above):
Compound	HIV peptide binding
O=C(CN1CCCCC1)NC(=O)NC1CCCC1	-0.7%
CCc1cc(OCCCCNCc2ccccc2)ccc1Cl	-1.3%

# Other structures:
# Below each compound: HIV peptide binding	Rac1 GTP hydrolysis	LYP inhibition	GPR55 antagonists	GPR35 arrestin U2OS	SIAH1 antagonists	Myeloid diff MLP	Myeloid diff MLP GFP+ MAC1+ %	Salmonella PhoP GFP	NTR1 agonist	NTR1 agonist cell count 20 µM
CCNC(=S)NNC(=O)Cc1ccccc1
    0.2%	0.6%	-5.7%	-4.5%	2.1%	-1.6%	i	0.9	-11.3%	-0.1	47
COc1cccc(CNC(=O)CCc2nnc3ccc(NCCCN4CCCC4=O)nn23)c1
    1.0%	-1.6%	-9.6%	-20.6%	4.5%	-6.1%	i	3.0	0.8%	-1.0	45
O=C1N(Cc2cccnc2)C[C@@H]2C[C@@H](c3cccc(Oc4ccccc4)c3)N3CCC[C@@]123
    0.0%	10.0%	-4.0%	3.4%	-3.0%	12.6%	i	0.3	-13.1%	0.5	45
CCOC(=O)c1c(C)[nH]c(C(=O)OCC(=O)N2c3ccccc3CC2C)c1C (centres undefined)
    -1.9%	6.6%	-2.9%	7.4%	2.7%	1.1%	i	0.8	1.6%	3.0	81
CCN(CC(=O)NC(=O)NCc1ccco1)Cc1nc2ccccc2c(=O)[nH]1
    3.2%	8.0%	0.6%	-2.5%	2.4%	-1.8%	i	0.4	-8.0%	-1.1	53
C=CCn1c(C(C)C)nc2ccccc21
    0.9%	4.6%	-4.7%	9.3%	0.5%	12.0%	i	0.5	11.0%	-1.2	47
COCCn1cnc2c1c(=O)[nH]c(=O)n2Cc1ccccc1
    -2.5%	2.4%	-6.7%	15.3%	-11.0%	-1.3%	i	1.0	8.8%	-0.1	97
